GLS inhibitor: inhibitors of human glutaminase (GLS) | O94925 | GLS enzymatic activity, qHTS titration | Potency, µM (doses to about 45.5 µM), for the others: at the top dose activity change, negative = inhibition, hits mostly inhibitors | 0.21% of 410,000 active; also: potency is read from the fitted curve at half-maximal effect; % is scaled to controls: 0 for no effect and ±100 for the full control effect
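Glutamate formation by hKGA was monitored fluorometrically using coupled glutamate oxidase, HRP and Amplex Red. Substrate was added as 1 mM L-glutamine solution; incubation was 30 min at RT after an initial read.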
HP1b binding inh: HP1-beta chromodomain-methylated histone interaction inhibition. P83916. AlphaScreen HP1-beta / biotin-H3K9me3 peptide binding. Potency, µM (highest dose often 114 µM), inactives show at the top dose activity change, negative = inhibition, usual class: inhibitors. 0.56% of 390,000 active; also: potency is read from the fitted curve at half-maximal effect; nearly all actives have a fitted effect of over 70% in size; inactives centre near 23
Target sequence (P83916 whole entry, looked up): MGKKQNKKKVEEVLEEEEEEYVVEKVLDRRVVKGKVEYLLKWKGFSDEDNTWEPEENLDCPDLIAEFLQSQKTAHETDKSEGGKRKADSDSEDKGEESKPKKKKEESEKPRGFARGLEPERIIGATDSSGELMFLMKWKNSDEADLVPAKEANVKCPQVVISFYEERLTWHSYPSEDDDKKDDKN
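HP1-beta protein (50 nM final) preincubated 30 min at room temperature with biotinylated H3(1-18)K9me3 peptide (50 nM) in PBS pH 7.4, 0.01% Tween-20, then compound added for 30 min. AlphaScreen streptavidin donor/nickel chelate acceptor beads (10 ug/mL final), 30 min dark, luminescence read.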
PI4K2A inh: blocks human PI4K2A kinase activity; Q9BTU6; purified PI4K2A, ADP-Glo luminescence, 1 h; stronger effect = lower value; activity change, negative = inhibition, % at 76.9 µM; 0.13% of 420,000 active; in the data active = activity change below about -50%; inconclusive = mostly about -30% to -49%;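 also: -100% = wells without enzyme as full effect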
Target sequence (Q9BTU6 whole entry, looked up): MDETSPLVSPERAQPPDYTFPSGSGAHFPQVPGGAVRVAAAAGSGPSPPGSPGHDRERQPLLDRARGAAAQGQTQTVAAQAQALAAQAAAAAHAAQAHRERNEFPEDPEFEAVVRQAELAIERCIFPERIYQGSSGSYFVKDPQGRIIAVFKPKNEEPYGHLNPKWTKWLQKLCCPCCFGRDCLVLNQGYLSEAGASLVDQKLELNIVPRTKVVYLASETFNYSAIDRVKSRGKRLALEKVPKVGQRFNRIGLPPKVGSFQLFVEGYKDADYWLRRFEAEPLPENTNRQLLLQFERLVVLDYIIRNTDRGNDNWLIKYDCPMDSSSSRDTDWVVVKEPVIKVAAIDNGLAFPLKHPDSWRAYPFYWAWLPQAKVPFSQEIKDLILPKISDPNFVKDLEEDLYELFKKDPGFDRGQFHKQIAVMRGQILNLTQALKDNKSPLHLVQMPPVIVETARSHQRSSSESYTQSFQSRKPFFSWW
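PI4K2A activity was measured by ADP-Glo luminescence: enzyme (4 ug/mL stock) and phosphatidylinositol (1.2 mM stock) in Tris pH 7.5/MgCl2/EGTA/Triton X-100 buffer were reacted with ATP (300 microM stock) for one hour at ambient temperature.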
TrxR1 inh: rat TrxR1 inhibition | O89049 | recombinant rTrxR1, NADPH fluorescence consumption, selenite substrate | Potency, µM (doses to about 114 µM), for the others: top-dose activity change, negative = inhibition, usual class: inhibitors | 1% of 390,000 active; also: potency is read from the fitted curve at half-maximal effect; % is scaled to controls: 0 for no effect and ±100 for the full control effect; nearly all actives have a fitted effect of over 65% in size
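Rat TrxR1 (90 nM in the dispensed reagent) was pre-reduced with 400 uM NADPH for 5 min at room temperature, then incubated with compound for 15 min. After 400 uM selenite was added, NADPH fluorescence (Ex 340/Em 450 nm) was followed for 8 min.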
USP1-UAF1 inh: USP1/UAF1 (human) deubiquitinase inhibition; recombinant USP1/UAF1, Ub-Rhodamine cleavage fluorescence; Potency, µM (top dose mostly 57.1 µM), inactives show at the highest dose activity change, negative = inhibition, most hits filed as inhibitors; 0.23% of 390,000 active; AID 743255; also: potency is read from the fitted curve at half-maximal effect; % is scaled to controls: 0 for no effect and ±100 for the full control effect; nearly all actives have a fitted effect of over 60% in size; inactives centre near -12
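Step one: compound is pinned into 1nM USP1/UAF1 in HEPES pH 7.8 buffer with TCEP. Step two: 15 min room-temperature incubation. Step three: Ub-Rho (150nM final) starts cleavage, tracked by fluorescence over six one-minute reads.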
mIDH1 inhibitor: blocks human mutant IDH1 R132H enzyme. O75874. Potency, µM (highest dose often 76.6 µM), for the others: top-dose activity change, negative = inhibition, actives largely listed as inhibitors. AID 602179. 0.093% of 390,000 active. IDH1-R132H enzyme, NADPH consumption, diaphorase/resazurin fluorescence; also: potency is read from the fitted curve at half-maximal effect; % is scaled to controls: 0 for no effect and ±100 for the full control effect; nearly all actives have a fitted effect of over 65% in size
Target sequence (O75874 whole entry R132H, stated change not applied): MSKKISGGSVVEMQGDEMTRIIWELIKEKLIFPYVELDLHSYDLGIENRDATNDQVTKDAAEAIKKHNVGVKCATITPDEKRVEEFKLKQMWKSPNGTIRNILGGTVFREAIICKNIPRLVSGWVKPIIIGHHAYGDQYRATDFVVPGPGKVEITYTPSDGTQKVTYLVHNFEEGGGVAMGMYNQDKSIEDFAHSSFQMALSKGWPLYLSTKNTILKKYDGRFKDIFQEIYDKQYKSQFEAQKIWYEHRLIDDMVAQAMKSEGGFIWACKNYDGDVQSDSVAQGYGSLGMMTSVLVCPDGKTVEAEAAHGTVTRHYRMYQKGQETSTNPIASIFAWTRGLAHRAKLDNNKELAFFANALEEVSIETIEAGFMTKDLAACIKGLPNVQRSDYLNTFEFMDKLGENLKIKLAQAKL
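IDH1-R132H (0.5 ug/mL dispensed) in pH 7.5 Tris buffer was preincubated 30 min with compound, then given a substrate mix of 0.016 mM NADPH and 2 mM alpha-KG for 80 min at room temperature; remaining NADPH was read by diaphorase/resazurin fluorescence.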
Pin1 inh: human Pin1 inhibition; Q13526; Pin1 FP peptide displacement, HiFluor488, 10 min; Potency, µM (doses to about 115 µM), for inactives: at the top dose activity, negative = inhibition, most hits filed as inhibitors; 0.009% of 390,000 active; AID 504891; active = well fitted inhibition curve with a large enough effect in the polarisation, with a control signal flat, not every such curve was filed as active; inconclusive = small, poorly fitted or top-dose-only effect, or effect the other way, or a change in a side signal; inactive = no such curve, though single readings can be large or run the other way; the % refers to the polarisation; also: potency is read from the fitted curve at half-maximal effect; % is scaled to controls: 0 for no effect and ±100 for the full control effect
TrxR1 substrate: is turned over as a substrate by rat TrxR1 | Potency, µM (top dose mostly 114 µM), for the others: top-dose activity change, negative = substrate turnover | purified TrxR1 substrate turnover, NADPH consumption readout | AID 588456 | O89049 | 0.01% of 390,000 active; also: potency is read from the fitted curve at half-maximal effect; % is scaled to controls: 0 for no effect and ±100 for the full control effect; nearly all actives have a fitted effect of over 50% in size
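Rat TrxR1, dispensed at 90 nM, was prereduced with 400 uM NADPH (final) for 5 min at ~22 deg C, then incubated with compound 15 min before 400 uM selenite. A first-read NADPH fluorescence drop versus no-compound background flagged substrates.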
Tb PGK inh: inhibitors of T. brucei phosphoglycerate kinase; PGK/GAPDH coupled, Kinase-Glo luminescence, 60 min; Potency, µM (top dose mostly 57.5 µM), without a hit: at the top dose activity change, negative = inhibition, usual class: inhibitors; 0.043% of 380,000 active; AID 602233; also: potency is read from the fitted curve at half-maximal effect; % is scaled to controls: 0 for no effect and ±100 for the full control effect; nearly all actives have a fitted effect of over 60% in size
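Recombinant glycosomal PGK reaction used 1,3-bisphosphoglycerate generated in-well by GAPDH (100nM final) in 100mM TEA pH 7.6, 5mM MgCl2, 0.01% Tween-20. After 60 minutes at room temperature, ATP was read by Kinase-Glo Plus luminescence end-point.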
Active calls of the source: *; i = inactive; ? = inconclusive; . = no result given; [ ] = remark or other dose. Unless noted, calls follow the shape of the dose curve; as a rule, active = well fitted curve in the direction sought with a large enough effect; inconclusive = small, poorly fitted or top-dose-only effect, or another doubt; inactive = no such curve, though single readings can be large; an effect the other way counts as inactive or inconclusive. The list is partial; the hit share may differ from the screen's.

Pin1 inh	PI4K2A inh	Tb PGK inh	mIDH1 inhibitor	GLS inhibitor	USP1-UAF1 inh	HP1b binding inh	TrxR1 inh	compound	TrxR1 substrate
4.9%	-5.4	-1.8%	6.4%	-0.2%	-6.4%	82.4%[activator]	19.4%[57.1 µM]	CCOC(=O)c1cc(-c2ccccc2)sc1NC(=O)C(C)OC(=O)c1cccnc1OCC (centres undefined)	12.8%[57.1 µM]
1.8%	-0.3	-2.7%	3.4%	1.4%	-0.7%	20.2%	17.6%	CCc1ccc(OCC(=O)NN2Cc3ccccc3C2=N)cc1	-1.2%
0.1%	0.5	.	4.2%	26.0%	-6.4%	58.1%[activator]	4.2%	COc1ccccc1N1CCN(C(CNS(C)(=O)=O)c2cccnc2)CC1 (centres undefined)	2.2%
0.6%	-3.8	-6.0%	-9.3%	16.6%	-4.8%	34.8%	11.9%	COC(=O)c1cc(-c2ccccc2)nc2nc(SC)[nH]c(=O)c12	38.7%[activator]
-9.8%	-0.3	i	-1.3%	2.9%	?	54.9%[activator]	4.2%[57.1 µM]	COc1cc(OC)c(S(=O)(=O)N2CCN(C(=O)c3ccco3)CC2)cc1NC(C)=O	-3.0%[57.1 µM]
-7.6%	-2.8	-9.3%	0.9%	-1.3%	-25.5%	5.4%	-1.6%	Cn1c(CSCCOc2ccccc2)n[nH]c1=S	3.7%
14.2%	-6.6	-0.4%	-0.8%	2.1%	?	-12.1%	-4.8%	CC(C)NC(=S)N/N=C/c1sc(N2CCCCC2)nc1-c1cccs1	-12.2%
1.2%	2.7	-5.3%	13.1%	6.9%	2.4%	9.6%	-6.7%	Cc1onc(-c2c(F)cccc2Cl)c1C(=O)OCC(=O)Nc1c(C)n(C)n(-c2ccccc2)c1=O	-8.3%
6.6%	1.6	-4.9%	0.6%	10.8%	-10.9%	13.7%	16.8%[57.1 µM]	Cc1cnc(C(=O)OCC(=O)NCCCc2ccccc2)cn1	2.4%[57.1 µM]
-5.9%	5.1	4.7%	4.0%	?	-12.6%	19.3%	-54.2%	CC(C)(C)N1CSC(=S)N(Cc2ccccc2)C1	10.0%[57.1 µM]
-0.6%	1.7	-8.5%	6.0%	-0.2%	-17.4%	40.2%[activator]	16.4%	COc1ccc(NC(=O)CSc2ccc3nnc(-c4ccccn4)n3n2)cc1OC	2.3%
-1.1%	3.4	-5.5%	9.3%	1.8%	-16.7%	38.5%	12.7%	S=C(Nc1ccc2snnc2c1)N1CCN(c2ccccn2)CC1	-1.1%
3.2%	-6.4	-12.3%	6.3%	-5.7%	-21.3%	47.4%[activator]	16.7%	Cn1c(NC(=O)c2ccc(F)cc2)nc2ccccc21	4.9%
0.9%	-3.0	i	-13.3%	0.0%	-19.5%	44.7%[activator]	9.3%	C[C@@]12C(=O)N(CC3CC3)CC(=O)N1[C@H](C1CC1)[C@@H]1C(=O)N(c3ccccc3)C(=O)[C@@H]12	1.7%
8.1%	-2.2	i	-2.1%	-6.9%	0.9%	20.9%	20.3%[57.1 µM]	CC1(C)COC2(OC1)C(=O)Nc1ccccc12	3.2%
-7.5%	-1.1	-9.5%	2.3%	1.6%	-13.9%	7.1%	10.5%[57.1 µM]	O=c1cc(N2CCCC2)c2ccccc2o1	6.4%[57.1 µM]
-3.0%	-4.3	5.5%	-3.1%	-1.7%	-15.1%	52.1%[activator]	10.2%	O=C(CN1CCN(C(=O)c2c(F)cccc2F)CC1)Nc1ccccc1C(F)(F)F	7.0%
-6.4%	3.5	-3.9%	9.9%	-8.0%	-28.8%	61.0%[activator]	11.8%	CCCCN1CC(=O)N2[C@H](c3ccc(Cl)cc3)[C@@H]3C(=O)N(CC)C(=O)[C@@H]3[C@]2(C)C1=O	0.4%
2.7%	0.9	-5.2%	-2.1%	2.4%	-19.5%	0.8%	9.8%	O=C(Nc1cc(Sc2nc3ccccc3s2)cc([N+](=O)[O-])c1)c1ccccc1	2.3%
-14.3%	0.4	-7.2%	-0.2%	5.2%	15.7%	17.4%	-6.5%[57.1 µM]	c1ccc(C[C@H]2CNCCN2CCc2cccc3ccccc23)cc1	0.1%[57.1 µM]
-10.9%	3.9	i	0.0%	34.1%[activator]	-24.9%	-23.5%	-27.6%	Cc1ccc(-c2ccc(CCC(=O)O)n2-c2cccc(C)c2C)cc1	7.7%
0.7%	-1.5	-2.7%	11.0%	-15.1%	-17.7%	38.7%	-1.4%	Brc1ccccc1-c1cnco1	-1.8%
-2.9%	6.8	-6.2%	12.0%	-2.0%	-33.4%	58.7%[activator]	9.5%[57.1 µM]	Cc1nc2cccnc2n1C1CCN(C(=O)Nc2ccc(Cl)cc2)CC1	0.2%[57.1 µM]
-1.0%	0.2	2.8%	2.8%	-3.2%	?	30.3%[57 µM]	-8.4%[2.29 µM]	O=C1CC2(CCCCC2)CC(=O)N1CCc1ccccc1	-4.9%[2.29 µM]
4.2%	0.0	-6.2%	2.3%	-4.9%	-15.4%	21.4%	5.1%[57.1 µM]	CCOc1ccc(C2c3c(oc4ccc(C)cc4c3=O)C(=O)N2CCCN(C)C)cc1 (centres undefined)	5.6%[57.1 µM]
-2.7%	12.8	-0.5%	-0.8%	-2.8%	-1.9%	24.0%	20.3%	COc1cc(C(=O)NCCC(=O)NCCCN2CCCCC2)cc(OC)c1OC	3.5%
6.2%	0.9	-0.4%	0.3%	1.4%	-14.0%	23.8%	-5.5%	COCCCNC(=O)CNC(=O)c1nn(-c2ccc(OC)cc2)c(=O)c2ccccc12	-5.5%
9.5%	-3.8	-0.8%	0.0%	-0.7%	-27.7%	14.3%	5.5%	CCCOc1ccc(CN(C(=O)c2nc(SC(C)C)ncc2Cl)C2CCS(=O)(=O)C2)cc1 (centres undefined)	-4.8%
9.0%	0.2	18.5%	4.1%	6.0%	-10.4%	19.3%	15.7%	CC1CCCN(S(=O)(=O)c2ccc(S(=O)(=O)N3CCCC3)cc2)C1 (centres undefined)	2.3%
-13.0%	-4.7	-10.9%	-1.7%	6.6%	-4.8%	6.6%	-23.2%	Cc1nc(N/N=C\c2ccc3c(c2)OCO3)sc1C	-4.3%

Exported with each value named: part of the list above
Cc1cnc(C(=O)OCC(=O)NCCCc2ccccc2)cn1
  Pin1 inh = 6.6%
  PI4K2A inh = 1.6
  Tb PGK inh = -4.9%
  mIDH1 inhibitor = 0.6%
  GLS inhibitor = 10.8%
  USP1-UAF1 inh = -10.9%
  HP1b binding inh = 13.7%
  TrxR1 inh = 16.8%[57.1 µM]
  TrxR1 substrate = 2.4%[57.1 µM]

S=C(Nc1ccc2snnc2c1)N1CCN(c2ccccn2)CC1
  Pin1 inh = -1.1%
  PI4K2A inh = 3.4
  Tb PGK inh = -5.5%
  mIDH1 inhibitor = 9.3%
  GLS inhibitor = 1.8%
  USP1-UAF1 inh = -16.7%
  HP1b binding inh = 38.5%
  TrxR1 inh = 12.7%
  TrxR1 substrate = -1.1%

The results go on:
Pin1 inh	PI4K2A inh	Tb PGK inh	mIDH1 inhibitor	GLS inhibitor	USP1-UAF1 inh	HP1b binding inh	TrxR1 inh	compound	TrxR1 substrate
-0.8%	6.1	4.6%	-1.3%	1.9%	-14.7%	68.2%[activator]	11.5%	CC(C)c1cc(=O)n2[nH]c(SCc3ccccc3)nc2n1	3.3%
3.8%	8.4	2.3%	6.3%	-13.6%	-3.8%	20.4%	-3.4%	CCOC(=O)C1CCN(CC(=O)Nc2cc(C)c3c(=O)oc4ccccc4c3n2)CC1	-7.8%
6.0%	2.1	-4.3%	3.6%	10.3%	-9.4%	24.1%	24.4%	CC1=C(C(=O)Nc2ccccc2)C(c2cccs2)n2nc(SCc3ccccc3F)nc2N1 (centres undefined)	4.9%
7.4%	2.0	i	23.0%	-1.3%	-15.8%	?	40.1%[activator]	COC(=O)c1cc(NC(=O)Cn2nc(-c3ccc(C)c(C)c3)ccc2=O)cc(C(=O)OC)c1	14.2%
0.0%	-3.6	0.8%	0.8%	7.7%	-10.0%	30.9%	-8.6%	CCOC(=O)N1CCN(S(=O)(=O)c2c(C)nn(C)c2C)CC1	8.6%[57.1 µM]
5.5%	-2.0	i	-9.5%	0.1%	-24.3%	-4.1%	32.3%	O=C(Cn1c(-c2cccs2)cc2cc(F)ccc21)NCCCN1CCN(c2ccc(F)cc2)CC1	17.6%
1.7%	-1.3	i	13.6%	4.2%	-2.9%	15.4%	23.5%[57.1 µM]	CCOc1cc(N2CCOCC2)c(OCC)cc1NC(=O)CSc1ncn[nH]1	8.1%[57.1 µM]
-0.9%	2.1	3.9%	7.3%	1.8%	0.3%	-34.7%	5.6%[2.29 µM]	CC1(C)C2CCC(C2)C1(C)NC(=O)CN1CCCC1 (centres undefined)	5.6%[2.29 µM]
?	-2.8	-8.2%	5.0%	0.2%	-7.3%	4.4%	-0.5%[57.1 µM]	COc1ccc(C2C3=C(CCCC3=O)Nc3nc(-c4cc(OC)c(OC)c(OC)c4)nn32)cc1OC (centres undefined)	3.0%[57.1 µM]
7.3%	2.9	6.2%	-2.7%	0.8%	-27.2%	29.3%	12.2%[57.1 µM]	CC(=O)c1cccc(NC(=O)c2cccc(S(=O)(=O)N3CCOCC3)c2)c1	5.9%[57.1 µM]

Screening results (PubChem)
